# Screens (PubChem BioAssay)
# MLLE-PAM2 inh: blocks PAM2 peptide binding to the PABP1 MLLE domain; 0.36% of 360,000 active; inhibition, % at 20 µM; GST-MLLE / FITC-PAM2 fluorescence polarization; in the data active = inhibition above about 35%, passing the limit was not always enough;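 note: plate controls were DMSO wells with GST-MLLE for no effect and wells lacking GST-MLLE protein for full effect; some results filed as inactive read as strong as hits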
# Rpn11 block: inhibitors of human proteasome Rpn11. human 26S proteasome, Ub4-pepOG fluorescence polarization; 20S core pre-blocked with epoxomicin. 0.59% of 360,000 active. O00487. calls only at 20 µM;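 active = inhibition at 20 µM, scaled to each plate's controls, above about 33%, limit read from the data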
# Target sequence (O00487 whole entry, looked up): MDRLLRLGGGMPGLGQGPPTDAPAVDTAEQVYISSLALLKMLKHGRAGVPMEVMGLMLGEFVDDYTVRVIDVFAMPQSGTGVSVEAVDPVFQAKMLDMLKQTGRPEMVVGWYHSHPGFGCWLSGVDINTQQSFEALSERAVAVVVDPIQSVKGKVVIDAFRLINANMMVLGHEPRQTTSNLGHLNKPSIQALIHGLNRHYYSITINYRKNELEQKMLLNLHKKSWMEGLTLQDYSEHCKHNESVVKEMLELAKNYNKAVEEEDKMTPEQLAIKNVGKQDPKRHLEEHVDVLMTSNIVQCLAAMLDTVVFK
# MsrA inh: inhibits bovine methionine sulfoxide reductase A; inhibition, % at 15.5 µM; 0.75% of 360,000 active; purified bovine MsrA, absorbance read-out; in the data active = inhibition above about 4.5%;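 note: 0% = vehicle wells with enzyme and 100% = reference inhibitor wells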
# Rin1 Abl inh: blocks binding of human Rin1 to Abl; P00519+Q13671; TR-FRET Rin1/Abl binding, biochemical; inhibition, % at 7.35 µM; 0.4% of 360,000 active; AID 588664; in the data active = inhibition above about 5%, passing the limit was not always enough
# MT1-MMP act inh: blocks activation of human MT1-MMP; GFP/RFP ratio change, % at 20 µM; AID 651647; 0.061% of 360,000 active; HT1080 RFP-PRO-GFP cells, GFP/RFP ratio fluorescence, overnight; percent of plate control window, DMSO zero;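 active = GFP/RFP ratio change of at least 30% with cell ATP level not reduced by more than half and red fluorescence within 50% of control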; note: strong numbers were not always called active
#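 Read-out: GFP/RFP fluorescence ratio; Test system: RFP-PRO-GFP reporter HT1080 cells; Compound dosing: single-point 20 µM compound, 1% DMSO; Times: overnight compound exposure at 37 °C.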
# MsrA act: activators of bovine methionine sulfoxide reductase A | purified bovine MsrA, absorbance read-out | activation, % at 10.6 µM | 0.3% of 360,000 active; in the data active = activation above about 7.5%;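 note: 0% = vehicle and 100% = reference activator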
# CSN deneddyl inh: inhibitors of human CSN-mediated cullin deneddylation; AID 651999; Q92905; Purified CSN, SCF-Nedd8-OG deneddylation, fluorescence polarization; inhibition, % at 12.5 µM; 0.38% of 360,000 active;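 active = pattern-corrected inhibition above about 35%, with an unprinted fluorescence ratio check between 0.5 and 1.5, limit read from the data, passing the limit was not always enough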;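 note: 0% = enzyme with substrate and 100% = substrate without enzyme; some results filed as inactive read as strong as hits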
# Target sequence (Q92905 whole entry, looked up, one chain of several): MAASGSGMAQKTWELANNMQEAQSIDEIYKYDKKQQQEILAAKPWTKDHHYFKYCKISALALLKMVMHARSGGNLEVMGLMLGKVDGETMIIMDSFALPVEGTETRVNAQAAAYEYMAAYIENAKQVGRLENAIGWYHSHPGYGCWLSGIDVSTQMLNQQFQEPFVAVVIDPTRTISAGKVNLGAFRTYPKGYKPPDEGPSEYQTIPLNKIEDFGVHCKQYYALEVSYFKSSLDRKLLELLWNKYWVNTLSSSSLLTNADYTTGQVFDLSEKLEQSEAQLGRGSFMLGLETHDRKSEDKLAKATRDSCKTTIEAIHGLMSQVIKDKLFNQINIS
#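 Assay system: purified human Csn5 enzyme expressed in HEK293T cells; Input: 0.24 nM Csn5 enzyme, final concentration; Reagent: 10 nM SCFSkp2-Nedd8OG; Compound dosing: 12.5 µM single point; Times: reaction 90 min, room temperature; Technique: fluorescence polarization readout.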
# eLon inh: inhibitors of E. coli Lon protease; P0A9M0; purified E. coli Lon protease, fluorescence polarization; inhibition, % at 7.94 µM; 0.42% of 360,000 active; AID 602123; in the data active = inhibition above about 13%, passing the limit was not always enough;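 note: 0% = enzyme with probe and DMSO and 100% = no enzyme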
# FAS-TE inh: blocks the thioesterase domain of human fatty acid synthase. AID 602261. P49327. 0.67% of 360,000 active. inhibition, % at 15 µM. recombinant FAS-TE, OMFH fluorogenic substrate, fluorescence endpoint;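 active = compounds whose normalised, plate-corrected inhibition of enzyme fluorescence in the single-dose primary screen is 50% or more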;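 note: 0% = DMSO with enzyme and 100% = substrate without enzyme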
# An asterisk follows results filed as active; i = inactive; . = not tested or not shown.
Structure,MsrA inh,MT1-MMP act inh,eLon inh,MsrA act,Rpn11 block,MLLE-PAM2 inh,Rin1 Abl inh,FAS-TE inh,CSN deneddyl inh
Oc1cccc2c(NC(=S)Nc3ccc(OC(F)F)cc3)cccc12,-0.2,-23,-1,-2,i,29,-4,6,15
CN(CC(=O)Nc1ccc(Cl)cc1)C(=O)Cn1[nH]c(=O)c2ccccc2c1=O,1.4,1,-6,-10,i,-12,1,-2,3
O=C(COc1ccccc1[N+](=O)[O-])N1CCN(C(=O)c2ccco2)CC1,0.4,-3,-8,-2,i,12,-4,-2,2
CC(C)(C)c1ccc(S(=O)(=O)NC(=O)C2(C)CCN2C(=O)C2CC2)cc1 (configuration not stated),1.7,1,9,0,i,8,-3,-8,-1
CCOc1ccc(C(c2c(C)[nH][nH]c2=O)c2c(C)[nH][nH]c2=O)cc1OC,-2.2,-1,-5,-7,i,-22,4,-4,-1
Cn1c(SCc2cc(=O)[nH]c3ccccc23)nnc1-c1ccc(Br)cc1,2.1,5,-3,0,i,-8,-3,-1,-3
CCCCCCCC1(C)NC(=O)N(c2ccccc2)N1 (configuration not stated),0.4,3,-2,-2,i,-1,0,44,1
C/C(=C\C(=O)c1ccc(Br)cc1)N1CCCCC1,-0.4,-2,-2,-2,i,-2,3,7,-3
CCn1cc([N+](=O)[O-])c(C(=O)N2N=C(c3ccc(Cl)c(Cl)c3)CC2c2ccccc2O)n1 (configuration not stated),3.6,0,1,-2,i,8,1,30,-7
O=C(NC1CC1)C1=C[C@@H](C2CCCCC2)C[C@@H](OCCCCO)O1,-0.1,1,13,-10,i,-5,1,-7,1
CC1=NN(c2ccccc2)C(=O)/C1=C/c1c(O)n(-c2ccc(F)cc2)[nH]c1=O,2.6,6,4,-7,i,-6,-4,1,-3
NS(=O)(=O)c1ccc(NC(=O)COC(=O)c2ncc(Cl)c(Cl)c2Cl)cc1,0.0,-4,-14,-2,i,-20,0,0,-1
CC(C)(CCO)NC(=S)NC1CC2C=CC1C2 (configuration not stated),-0.3,1,-2,2,i,4,1,-2,-4
C=CCNC(=O)CC(C)C(CCCCC)C(=O)O (configuration not stated),0.0,2,-12,0,i,2,0,-7,2
Cc1ccc(C(=O)NCCN2C3=NC[C@H](Cc4ccc(O)cc4)N3C[C@H]2Cc2ccc(O)cc2)cc1Br,-0.9,-2,9,-1,i,-6,0,1,0
COc1ccc(C2(O)CC3CCC(C2)N3c2cc(C)nc(-c3ccccc3)n2)cc1 (configuration not stated),-0.4,-7,4,0,i,10,1,27,6
O=c1c2ccccc2c(C=Nc2ccccc2O)c(O)n1-c1nccs1,1.5,-29,-38,1,i,-67,-4,0,7
Nc1nnc(SCCCC(=O)c2ccc(F)cc2)s1,0.7,4,-6,-1,i,-7,-1,-9,-3
CC1CN(CCOc2ccc(Cl)c(Cl)c2)CC(C)O1 (configuration not stated),-1.1,-3,-11,-1,i,8,2,4,-1
CCCCS(=O)(=O)Nc1ccc2c(c1)ncn2C1CCCCC1,-0.5,3,-7,-1,i,-3,1,10,-2
CCOC(=O)N1CCN(C(=O)/C=C/c2ccc(OC)c(OC)c2)CC1,2.7,10,4,0,i,-2,-2,-4,7
CCOc1ccc(/C=C(\C)C(=O)c2c(C)cc(C)[nH]c2=O)cc1,6.2*,0,-5,-4,i,7,-2,-3,3
COc1ccc2[nH]c3c(c2c1)CCN1C(=O)C(CC(=O)NCCC2=CCCCC2)C[C@H](C(=O)N2CCCCC2)[C@@]31CCc1ccccc1 (some centres not stated),-0.5,-25,-9,-1,i,-6,-1,6,0
Cc1ccc2nc(-c3cccc(NC(=O)c4ccco4)c3)[nH]c2c1,0.1,12,-7,-5,i,8,1,-5,0
CCn1cc(SCC(=O)N2CCOCC2)c2ccccc21,-1.1,.,0,-12,i,7,0,-8,1
COC(=O)C(NS(=O)(=O)c1ccc(C)cc1)c1ccccc1 (configuration not stated),0.8,7,-4,-5,i,9,1,-6,0
Cn1c(=O)n(C)c2cc(NS(=O)(=O)c3ccccc3)ccc21,.,9,6,-4,i,5,-1,-6,1
O=C(CSCc1ccc(Cl)cc1)Nc1cccc(C(=O)Nc2ccccc2C(=O)O)c1,0.5,-2,3,-12,i,13,1,-6,-4
CC(C)c1ccc(/C=C/C(=O)N2CCOCC2)cc1,0.9,-3,-1,-1,i,-5,1,-2,2
COc1ccccc1CCNC(=O)C(=O)NCC1OCCN1S(=O)(=O)c1cccs1 (configuration not stated),0.6,7,0,-4,i,-14,0,0,0
CCN(CC)C(=S)SCC(=O)c1ccccc1,-1.6,-2,3,-5,i,-7,0,-2,0
COc1ccc(NC2CC(=O)N(C(C)C)C2=O)cc1 (configuration not stated),0.1,-1,10,-4,i,10,-4,-6,7
CC(C(=O)Nc1sc2c(c1C#N)CCCCC2)N1C(=O)c2ccccc2C1=O (configuration not stated),0.5,-1,-2,-2,i,22,5,20,-3
COCCNC(=O)CCc1nnc(Cc2ccc(-c3ccccc3)cc2)o1,1.0,5,-8,-2,i,2,1,-2,115*
O=C(c1noc2c1CCc1ccccc1-2)N1CCOCC1,-0.8,4,-4,-8,i,-6,-4,-6,0
CCOc1ccc(S(=O)(=O)N2CCN(C)CC2)cc1NC(=O)c1ccccc1F,-1.2,2,-22,-2,i,-5,2,-1,2
O=C(CCNC(=O)c1ccccc1Cl)Nc1ccc(S(=O)(=O)Nc2ncccn2)cc1,-0.1,1,-5,-8,i,11,-2,-4,-1
COc1ccccc1N1CCN(C(=O)C2CCN(S(=O)(=O)N3CCOCC3)CC2)CC1,0.0,6,7,-1,i,-18,-4,-9,2
Cc1occc1-c1nnc(SCCCC(=O)c2ccc(F)cc2)n1C,0.5,5,-11,-1,i,-33,-2,-8,-2
Cc1ccc(C)c(Oc2ccc(S(=O)(=O)N3CCN(C)CC3)cn2)c1,-0.1,-3,0,-2,i,-3,-3,-2,0
O=C(/C=C/c1ccc([N+](=O)[O-])cc1)/C=C/c1ccco1,1.8,-6,-94,-5,i,-21,5,4,46*
NC(=O)CC(NC(=O)Cc1cccc2ccccc12)c1ccc(N2CCc3ccccc3C2)c([N+](=O)[O-])c1 (configuration not stated),1.3,3,4,-1,i,7,-4,12,-7
Cc1ccc(COC(=O)CCCN=C2NS(=O)(=O)c3ccccc32)cc1,1.4,7,4,-6,i,0,0,0,-1
COc1ccc(CCNS(=O)(=O)c2cc3c4c(c2)CCN4C(=O)CC3)cc1,1.1,4,9,-4,i,9,5,-7,3
CC(C)Oc1ccc(NC(=O)CCC(=O)O)cc1,-0.8,4,-14,-6,i,-6,-4,-8,1
COc1cccc(NC(=O)CN2C(=O)NC(Cc3c[nH]c4ccccc34)C2=O)c1 (configuration not stated),0.6,8,10,-8,i,-11,1,-2,2
CO/N=C/C(NC(=O)c1ccc(C(F)(F)F)cc1)C(=O)OC (configuration not stated),1.1,-1,3,-3,i,-1,-2,-3,3
COc1ccc(Cc2nnc(NC(=O)CS(=O)(=O)c3ccccc3)s2)cc1OC,0.2,-4,6,-1,i,6,-1,-5,3
COc1cc(NS(=O)(=O)c2ccc(NC(=S)NC(=O)c3ccco3)cc2)ncn1,1.4,13,1,-5,i,35,-3,-5,-1
CCN1C(=O)[C@H]2[C@@H](c3ccc(OC)cc3)N[C@]3(CCCN(CC4CCCCC4)C3=O)[C@H]2C1=O,-0.5,-3,-9,-1,i,13,0,-7,4
CCCCn1c(SCC(=O)N2CCCCC2C)nc2cc(S(N)(=O)=O)ccc21 (configuration not stated),0.1,3,1,-1,i,0,1,-4,-1
Cn1c(N)c(-c2nc3cccnc3n2C)sc1=S,0.9,1,6,-2,i,6,-4,-4,4
CCCCn1c(N)c(N(CCOC)C(=O)c2ccc(N3C(=O)c4ccccc4C3=O)cc2)c(=O)[nH]c1=O,0.0,-7,-2,-3,i,17,0,-6,2
O=C(O)/C=C/C(=O)Nc1ccc(SC(F)(F)F)cc1,0.0,0,-3,-3,i,8,-1,-4,1
COc1ccccc1C(=O)COC(=O)c1ccc(N(C)C)cc1,3.3,9,-4,-2,i,2,1,17,2
CS(=O)(=O)c1ccccc1-c1nnc(NC(=O)C2=COCCO2)o1,-0.6,0,-4,-3,i,3,-2,-5,4
Clc1cccc(N2CCN(Cc3ccc(Br)o3)CC2)c1,-0.1,-3,10,-6,i,-4,-2,20,6
CCCOc1ccc(N2C(=O)C3ON(c4ccccc4)C(c4ccc(O)c(OC)c4)C3C2=O)cc1 (configuration not stated),0.1,-1,0,-3,i,11,0,13,0
Cc1ccc(-c2nnc(NC(=O)c3ccco3)s2)cc1,2.0,1,-11,-3,i,18,3,-2,5
COCc1cccc(-c2csc(C(O)c3ccc(F)cc3)n2)c1 (configuration not stated),0.5,0,6,-2,i,6,-1,-3,-3

# Random excerpt: 4 compounds from above
Structure,MsrA inh,MT1-MMP act inh,eLon inh,MsrA act,Rpn11 block,MLLE-PAM2 inh,Rin1 Abl inh,FAS-TE inh,CSN deneddyl inh
COc1cc(NS(=O)(=O)c2ccc(NC(=S)NC(=O)c3ccco3)cc2)ncn1,1.4,13,1,-5,i,35,-3,-5,-1
CCN1C(=O)[C@H]2[C@@H](c3ccc(OC)cc3)N[C@]3(CCCN(CC4CCCCC4)C3=O)[C@H]2C1=O,-0.5,-3,-9,-1,i,13,0,-7,4
Clc1cccc(N2CCN(Cc3ccc(Br)o3)CC2)c1,-0.1,-3,10,-6,i,-4,-2,20,6
COCc1cccc(-c2csc(C(O)c3ccc(F)cc3)n2)c1 (configuration not stated),0.5,0,6,-2,i,6,-1,-3,-3

# Next section:
Structure,MsrA inh,MT1-MMP act inh,eLon inh,MsrA act,Rpn11 block,MLLE-PAM2 inh,Rin1 Abl inh,FAS-TE inh,CSN deneddyl inh
O=C(NCc1ccco1)/C(=C\c1cccnc1)NC(=O)c1ccccc1F,.,-3,-1,-10,i,-4,4,-7,3
CN(C)c1cc[n+](CCC(=O)Nc2cccc([N+](=O)[O-])c2N)cc1,-1.6,-2,-6,-2,i,9,-8,-7,5
S=C(NCCN1CCOCC1)NC1CCCC1,-1.2,2,3,-12,i,-42,1,-10,0
Nc1ccc(C(=O)Nc2ccc3cc(S(=O)(=O)O)ccc3c2)cc1,1.4,1,2,-3,i,2,-2,-7,3
CCOC(=O)C1CCN(CC(C)(C)NS(=O)(=O)c2ccc(C)cc2)CC1,-0.6,1,-7,-8,i,3,3,-3,-2
Cc1ccc(C)c(N2CN(CCC3=CCCCC3)CNC2=S)c1,-1.6,0,-10,-3,i,-28,-2,-7,-6
COc1ccc(CCNCc2c(-c3ccccc3)n(C)c3ccccc23)cc1,0.5,2,2,0,i,7,1,-6,-4
Cc1ccc(SCc2[nH]nc3c2C(c2ccc(C)o2)C(C#N)=C(N)O3)cc1 (configuration not stated),-0.5,1,-3,1,i,7,5,-4,5
Cc1ccc(OCCN2CCC2(C)C(=O)NCc2ccc(C(F)(F)F)cc2)cc1 (configuration not stated),-1.2,-5,5,-8,i,1,2,16,-2
COCCNC(=O)c1ccc2c(c1)ncn2-c1cccc(C)c1,1.0,1,-15,-8,i,-6,-2,-2,2
CC(OC(=O)c1ccc(Cl)c(S(=O)(=O)N2CCOCC2)c1)C(=O)Nc1ccc(S(N)(=O)=O)cc1 (configuration not stated),0.1,3,-12,-1,i,4,3,3,2
